Wee1 degr inh: Wee1 degradation inhibitors, primary screen, cell-based, HeLa, Wee1K328M-luciferase, luminescence. AID 1321, 2008. Wee1-like protein kinase (Homo sapiens), P30291. HeLa Luc-Wee1K328M stability; 100% = proteasome inhibitor MG132 effect. reporter increase, % at 5 µM. hit rate 1.2% among 220,000;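 active means activation above the mean of all tested compounds plus 3 SD, set per screening run, cut at about 8.8% in these data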;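 further: cells exposed to compound for 20 h before luminescence read; 0% = DMSO alone and 100% = MG132 at 30 µM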
TNF death inh: inhibitors of TNF-alpha triggered necroptosis, primary screen, cell-based, Jurkat FADD-/-, single concentration | AID 463075, 2010 | Jurkat FADD-/- TNF necroptosis rescue, ATP luminescence, 24 h; 0 = TNF only, 100 = no-TNF cells | hit rate 0.068% among 220,000 | activation (protection from cell death), % at 10 µM;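 active means activation, meaning protection from cell death, of at least 50% relative to plate controls; inactive means activation below 50%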;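 further: necroptosis triggered by 40 ng/mL TNF-alpha added together with compound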
FXIIa inh 1536: human FXIIa protease inhibitors, primary screen, biochemical, 1536-well. purified FXIIa, Boc-QGR-AMC fluorogenic substrate, 2 h. hit rate 0.3% among 220,000. AID 800, 2007. inhibition, % at 5 µM; in the data active means inhibition above about 40%;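 further: 0% = enzyme with no compound and 100% = blank without enzyme; many of its hits are not listed in these tables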
Target sequence (P00748 20-372 limits assumed): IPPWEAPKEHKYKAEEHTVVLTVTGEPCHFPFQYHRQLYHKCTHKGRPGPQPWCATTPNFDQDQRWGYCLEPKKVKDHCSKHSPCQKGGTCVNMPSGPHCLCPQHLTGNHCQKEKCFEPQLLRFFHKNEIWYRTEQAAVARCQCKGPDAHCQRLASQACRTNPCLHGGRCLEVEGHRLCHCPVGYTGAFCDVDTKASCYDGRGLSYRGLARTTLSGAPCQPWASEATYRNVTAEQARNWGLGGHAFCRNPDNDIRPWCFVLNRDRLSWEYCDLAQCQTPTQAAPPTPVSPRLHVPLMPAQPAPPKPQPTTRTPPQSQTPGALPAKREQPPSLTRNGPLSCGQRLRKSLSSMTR
Target sequence (P00748 373-615 limits assumed): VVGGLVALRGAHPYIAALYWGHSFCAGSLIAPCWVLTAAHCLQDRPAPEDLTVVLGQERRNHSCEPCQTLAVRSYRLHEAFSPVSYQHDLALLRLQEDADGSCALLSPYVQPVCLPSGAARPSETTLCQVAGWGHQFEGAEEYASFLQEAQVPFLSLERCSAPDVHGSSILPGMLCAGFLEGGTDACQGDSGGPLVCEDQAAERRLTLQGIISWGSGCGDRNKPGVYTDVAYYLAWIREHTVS
CHOP inh: inhibitors of CHOP promoter induction, primary screen, cell-based, unfolded protein response, luciferase reporter; inhibition, % at 10 µM; AID 2732, 2010; hit rate 3.8% among 220,000; CHO-K1 CHOP-promoter luciferase, tunicamycin-induced, 15-18 h;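 active means compounds that reduced the stress-induced luciferase reporter signal by more than about 70% of percent inhibition, limit read from the data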;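 further: 0% = tunicamycin plus vehicle and 100% = wells without tunicamycin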
zVAD death inh: inhibitors of zVAD-triggered necroptosis, primary screen, L929 cells. AID 1377, 2008. L929 zVAD necroptosis rescue, ATP luminescence, 24 h; with zVAD 60 µM. hit rate 0.38% among 220,000. viability rescue, % at 10 µM;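 active means activation, scaled between plate controls, above about 75%, limit read from the data; inactive means activation under that limit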;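 further: 0% = zVAD with DMSO and 100% = DMSO alone without zVAD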
FXIa inh: human FXIa protease inhibitors, primary screen, biochemical, 1536-well. inhibition, % at 5 µM. purified FXIa, Boc-Glu-Ala-Arg-AMC fluorogenic substrate. Coagulation factor XI (Homo sapiens), P03951. hit rate 0.14% among 220,000;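 active means inhibition of at least 40%; inactive means inhibition below 40%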;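 further: fluorescence of freed AMC excited at 355 nm; 0% = enzyme without compound and 100% = no enzyme blank; many of its hits are not listed in these tables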
Tb hexokinase: Trypanosoma brucei hexokinase 1 inhibitors, primary screen, biochemical, G6PDH-coupled NADH absorbance, MLSCN library; hexokinase 1 [Trypanosoma brucei]; recombinant TbHK1, G6PDH-coupled NADH A340; inhibition, % at 10 µM; hit rate 0.11% among 220,000;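 active means inhibition of 50% or more in the single-dose primary screen; inactive means inhibition below 50%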
PPC-1+TRAIL kill: compounds killing PPC-1 cancer cells with TRAIL present, primary screen, TRAIL potentiator project, ATPLite luminescence, uHTS; PPC-1 cells + TRAIL, ATPLite viability luminescence; cell killing (% activity), % at 4 µM; hit rate 0.41% among 220,000; AID 1443, 2008;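 active means cell killing above 50% in the first pass at 4 µM, then a duplicate retest at 5 µM averaging 50% or more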;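 further: plate controls were cells with TRAIL plus DMSO for no effect and medium-only wells lacking cells for full effect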
EP2 antag: human EP2 receptor antagonists, primary screen, TR-FRET cAMP, C6 glioma cells; Prostaglandin E2 receptor EP2 subtype (Homo sapiens), P43116; inhibition, % at 25 µM; hit rate 0.52% among 260,000; C6 glioma cells expressing human EP2; cells stimulated with saturating PGE2;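 active means percent inhibition above 40 after rounding to a whole number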;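 further: rat C6 glioma host cells with rolipram phosphodiesterase inhibitor present; the protocol text gives 20 µM as final concentration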
Target sequence (P43116 whole entry, looked up): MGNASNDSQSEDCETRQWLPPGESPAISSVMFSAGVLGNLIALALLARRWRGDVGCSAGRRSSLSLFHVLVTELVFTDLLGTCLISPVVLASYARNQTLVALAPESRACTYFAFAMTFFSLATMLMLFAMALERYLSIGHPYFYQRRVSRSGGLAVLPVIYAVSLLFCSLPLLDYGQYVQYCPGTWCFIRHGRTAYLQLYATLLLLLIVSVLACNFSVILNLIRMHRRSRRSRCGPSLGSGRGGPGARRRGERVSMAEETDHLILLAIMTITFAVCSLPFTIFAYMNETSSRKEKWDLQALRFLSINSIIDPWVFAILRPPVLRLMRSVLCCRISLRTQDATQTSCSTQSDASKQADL
An asterisk follows results filed as active; . = no result given; & = joins results of further samples.

SMILES	Wee1 degr inh	TNF death inh	FXIIa inh 1536	CHOP inh	zVAD death inh	FXIa inh	Tb hexokinase	PPC-1+TRAIL kill	EP2 antag
O=C(CNS(=O)(=O)c1ccc(Br)s1)N1CCC(N2CCCCC2)CC1	-2	-3.4	-13	21	0.0	-9	5	9	15
CN(C)C(=O)N1CCN(C(=O)c2ccccc2Sc2ccccc2C#N)CC1	3	-0.8	10	56	0.1	1	3	13	8
CC(C)CC1=NC(C(F)(F)F)(C(F)(F)F)c2c(n(CC(C)C)c(=O)[nH]c2=O)N1	0	0.3	7	29	0.7	0	-5	20	9
Cn1c(=O)c2c(SCc3cccnc3)nc(CC(C)(C)C)nc2n(C)c1=O	1	-5.4	7	57	-0.9	1	2	2	6
CCC(=O)N1CCN(c2nc(-c3ccccc3)c3c(c2C#N)CCCC3)CC1	-2	-2.3	11	73*	-0.3	1	-16	0	14
COC(=O)c1sc(C(F)(F)F)c(-c2ccccc2)c1S(=O)(=O)N1CCCC1	-2	-1.2	10	3	-0.7	11	-5	8	9
c1cc2c(cc1-c1[nH]ncc1CN1C[C@H]3CC[C@H]1C3)OCO2	1	0.5	9	26	0.7	1	-5	16	7
COc1cccc(C(=O)NN2CC(O)=C(c3nc(C)cs3)C2=N)c1	-2	0.4	5	7	0.6	-9	-10	-11	13
CCOC(=O)c1cnn(-c2cc(C)nc3c(-c4ccc(Cl)cc4)c(C)nn23)c1N	-1	-2.5	3	84*	0.9	4	-6	6	6
O=C(NNc1nc(-c2ccccc2)cs1)c1ccc(F)cc1	-1	-5.7	4	-5	0.6	-3	-4	4	5
COC(=O)C1C(c2ccc(OC)c(OC)c2)NC(c2ccc(OC)c(OC)c2)C(C(=O)OC)S1(=O)=O (stereo not given)	2	-2.4	23	15	-0.2	17	-11	12	5
CN=c1scc(-c2ccc([N+](=O)[O-])cc2)n1/N=C/c1ccco1	-2	-1.1	6	2	1.7	3	-16	4	4
COc1ccc(NC(=O)c2c(NC(=O)CCC(=O)O)sc3c2CCCCC3)cc1	-1	1.3	6	-18	2.4	-1	-11	1	8
CC1=C(C#N)C(C(F)(F)F)(C(F)(F)F)N=C(c2ccco2)N1	-1	-1.9	-2	21	-0.7	3	0	12	12
Cc1ccc2nc(C)cc(Nc3ccc([N+](=O)[O-])cc3)c2c1	0	-17	11	104*	-1.9	7	-1	39	8
CCNC(=O)CC1C(=O)N(CC)C(=S)N1NC(=O)c1ccc(Cl)cc1 (stereo not given)	1	-0.4	-2	-3	0.4	-5	2	31	9
Cc1nn2c(NCCCN3CCOCC3)c3c(nc2c1-c1ccccc1)CCC3	-2	0.7	18	22	0.3	3	-27	-10	12
CC1CCCN(C(=O)CSc2nc3ncccc3[nH]2)C1 (stereo not given)	1	0.2	6	1	9.4	-3	1	-16	0
O=C(COC(=O)c1cncc(Br)c1)NC1CCCCC1	8	0.2	3	9	1.3	-4	1	0	8
CCOC(=O)c1[nH]c(C=O)c(C(=O)OCC)c1C	7	-9.7	9	-1	3.6	-1	-10	.	6
CCOc1ccc(N2C(=O)/C(=C/c3cccs3)N(C)C2=S)cc1	-2	1.2	4	66	0.1	4	5	23	5
COc1ccc2nc(NC(=O)c3cccs3)sc2c1	9.5*	-3.3	1	21	8.3	-2	-13	47	17
CCO/N=C(/C)c1c(O)cc(-c2ccccc2)n(-c2ccccc2)c1=O	-2	0.7	3	-19	1.7	-1	33	18	9
Cc1ccc(S(=O)(=O)c2nc(-c3ccco3)oc2NCC2CCCO2)cc1 (stereo not given)	-2	0.9	10	8	-0.2	2	-10	21	10
Cc1cc(C)c(S(=O)(=O)NCC(=O)NCc2ccco2)c(C)c1	-1	-0.2	10	1	2.9	-2	-1	.	18
Cc1ccc(S(=O)(=O)N2CCOCC2)cc1C(=O)Nc1ccc(S(=O)(=O)Nc2nccs2)cc1	3	-0.4	6	0	1.8	-4	-2	18	6
CCOC(=O)N1CCN(C(=O)COc2ccccc2[N+](=O)[O-])CC1	2	1.0	6	8	5.3	4	-7	19	-1
CC(C)C(C(=O)Nc1ccc2c(c1)OCCOCCOCCOCCO2)N1C(=O)c2ccccc2C1=O (stereo not given)	4	-0.4	12	23	2.5	2	-3	5	8
FCCCOc1ccc(/C=N/OCc2ccc(Cl)cc2)cc1	3	-1.5	12	51	0.1	-2	1	-6	4
Cc1oc(-c2ccccc2)nc1CC(=O)O	2	0.0	2	9	-0.1	-1	-7	22	9
COCCNC(=O)c1sc2nc(-c3ccccc3)cn2c1C	0	-4.0	13	11	0.1	2	-7	19	.
CC(=O)Nc1ccccc1-c1nnc(SCc2ccccc2Cl)[nH]c1=O	-1	2.2	13	-31	0.3	2	-13	6	5
O=C(CSc1nnc2ccccn12)Nc1ccc2c(c1)OCCO2	0	0.6	4	1	0.1	-4	2	3	3
CCOC(=O)Nc1ccccc1C(=O)Nc1cc(C)cc(C)c1	-3	1.3	-3	47	0.4	-4	-1	24	12
CC(CCc1ccco1)NC(=O)Cn1nc(Cc2ccncc2)c2ccccc2c1=O (stereo not given)	0	-0.8	19	9	-0.1	19	-6	37	10
O=c1[nH]c(CSc2ncccn2)nc2c1cnn2-c1ccccc1	0	0.7	7	7	1.4	-3	37	26	8
CCOC(=O)c1ccc(N2C(=O)c3n[nH]c(-c4ccco4)c3C2c2cccc([N+](=O)[O-])c2)cc1 (stereo not given)	1	0.6	18	71*	0.6	5	23	27	2
O=C(CP(=O)(c1ccccc1)c1ccccc1)N/N=C/c1cc(Br)cc(Br)c1O	-1	-1.8	6	50	36	6	2	6	12
CC1(C)C(=O)C2(CCCCC2)C(=O)OC1c1cccc([N+](=O)[O-])c1 (stereo not given)	-2	1.1	7	25	-0.2	3	-1	16	3
Nc1nonc1-c1noc(N2CCOCC2)n1	4	-1.3	9	52	-0.1	1	1	16	6

Wee1 degr inh, hit marks shown above.
smiles | Wee1 degr inh | FXIIa inh 1536 | CHOP inh | FXIa inh | Tb hexokinase
COc1ccc2nc(NC(=O)c3cccs3)sc2c1 | 9.5* | 1 | 21 | -2 | -13

Carrying on:
SMILES	Wee1 degr inh	TNF death inh	FXIIa inh 1536	CHOP inh	zVAD death inh	FXIa inh	Tb hexokinase	PPC-1+TRAIL kill	EP2 antag
O=C(CSc1nnc2scc(-c3ccccc3)n12)NCc1ccc2c(c1)OCO2	4	-0.1	11	-16	-0.2	-1	3	7	1
Cc1ccc(S(=O)(=O)CC(=O)c2ccc3c(c2)OCCO3)cc1	1	-0.1	34	-18	0.4	14	-18	20	9
C/C(CC(=O)Nc1cccc(Cl)c1Cl)=N\NC(=O)c1ccccc1Br	-4	1.5	9	-1	0.2	2	-6	5	2
Cn1c(Cc2ccccc2)nnc1SCC(=O)c1cccs1	2	0.3	15	13	0.5	-3	-6	-3	3
CC1CCc2cc(F)ccc2N1C(=O)c1cc2nc(-c3ccco3)cc(C(F)(F)F)n2n1 (stereo not given)	-3	-0.6	11	35	-0.7	1	-23	16	17
CCCC(CCC)C(=O)NC1CCN(Cc2ccccc2)CC1	0	1.6	1	21	0.2	-1	-2	15	5
Cc1cc(N)n(-c2ncnc3scc(-c4ccccc4)c23)n1	-2	0.6	5	8	0.7	0	-13	16	.
COc1cc(C(c2sc3ncnn3c2O)N2CCN(c3ccccc3F)CC2)cc(OC)c1OC (stereo not given)	-2	0.2	4	26	0.6	3	-8	29	5
O=C(NCc1ccccc1)c1cccc(OCC(=O)N2CCN(C(=O)c3ccco3)CC2)c1	2	-3.6	13	22	0.3	-3	3	1	7
OCCN1CCN(c2ncnc3c2sc2nc(N4CCOCC4)c4c(c23)CCC4)CC1	2	-5.5	13	16	12	6	-42	8	17

The list goes on; it opens with the 4 that closed the last part.
SMILES	Wee1 degr inh	TNF death inh	FXIIa inh 1536	CHOP inh	zVAD death inh	FXIa inh	Tb hexokinase	PPC-1+TRAIL kill	EP2 antag
Cc1cc(N)n(-c2ncnc3scc(-c4ccccc4)c23)n1	-2	0.6	5	8	0.7	0	-13	16	.
COc1cc(C(c2sc3ncnn3c2O)N2CCN(c3ccccc3F)CC2)cc(OC)c1OC (stereo not given)	-2	0.2	4	26	0.6	3	-8	29	5
O=C(NCc1ccccc1)c1cccc(OCC(=O)N2CCN(C(=O)c3ccco3)CC2)c1	2	-3.6	13	22	0.3	-3	3	1	7
OCCN1CCN(c2ncnc3c2sc2nc(N4CCOCC4)c4c(c23)CCC4)CC1	2	-5.5	13	16	12	6	-42	8	17
CCCOc1ccc(N2C(=O)CC(N3CCN(CCN=CC4=C(O)CC(C)(C)CC4=O)CC3)C2=O)cc1 (stereo not given)	0	-0.4	9	11	2.9	0	-6	9	5
CCn1nc(CC(=O)O)c2ccccc2c1=O	-2	0.7	26	-4	-1.0	66*	5	19	6&7
O=C(COc1ccccc1)NCc1ccccc1	-2	1.4	16	13	0.1	4	-1	-1	6
O=C(NCc1ccccc1)c1ccc(CSc2ccccc2)o1	7	1.6	5	36	0.4	-3	2	12	7
COc1ccccc1NC(=O)COC(=O)C12CC3CC(CC(Cl)(C3)C1)C2	-2	2.0	-1	5	1.9	-2	1	-20	5
CCc1ccccc1NC(=O)Cn1nnc(-c2cccnc2)n1	4	-1.1	12	-28	28	4	-3	9	3&7
CC(=O)c1ccc(N2CCN(C(=O)c3ccc4ccccc4n3)CC2)cc1	7	-0.9	7	20	0.8	0	-23	6	3
c1cnc2c(Oc3ncnc4sccc34)cccc2c1	-2	1.3	9	14	1.2	3	-14	0	4
NC(=O)/C=C/C(=O)Nc1ccc(Cl)cc1	5	-2.3	13	-32	0.1	2	1	13	3
O=C1CC(c2ccccc2)CC(=O)C1Sc1ccc(Cl)cc1 (stereo not given)	1	-0.3	14	-2	-0.2	9	15	13	3
COc1cc(NC(=O)CSc2nnc3n2C(C)(C)Cc2ccccc2-3)cc(OC)c1	2	0.9	11	15	0.7	5	1	25	10
O=C(c1cccnc1)N1N=C(C2CC2)CC1(O)C(F)(F)F (stereo not given)	3	-1.0	6	14	0.7	-5	-4	1	9
COc1cc(C(=O)N=c2sc3ccccc3n2C)cc(OC)c1OC	-2	-3.0	15	-9	0.7	8	-7	14	9
COc1cccc(NC(=O)C2CC(=O)N/C(=N/NC(=O)c3ccc(C)cc3)S2)c1 (stereo not given)	3	0.7	-2	-2	-0.1	-16	5	6	6
CCOC(=O)CN1C(=N)N(c2nc(NC(C)C)nc(NC(C)C)n2)CC1=O	2	0.0	16	16	0.0	7	-2	-8	6
COc1cccc(C2NC(=O)NC(C)=C2C(=O)Nc2cccc(C)c2C)c1 (stereo not given)	5	1.5	1	28	0.2	-3	-2	17	9
NNC(=O)c1cnn(-c2ccccc2)c1-n1cccc1	0	0.4	13	34	32	-2	-5	-14	14
CC(=O)c1cccc(-n2nnnc2SCC(=O)Nc2cccc(NC(=O)c3ccco3)c2)c1	0	-3.2	34	39	0.2	-3	5	-20	22
Cc1ccc(S(=O)(=O)N(C)C)cc1NC(=O)COC(=O)c1ccc2c(c1)OCO2	-1	1.4	7	5	0.7	2	2	32	4
COc1ccc(C(=O)NCCN2C(=O)S/C(=C\c3cccnc3)C2=O)c(OC)c1OC	-1	-0.1	13	-38	.	3	-16	15	5

Source: PubChem

Not all compounds are listed. The share of hits here may be higher or lower than overall.
